Bioassay records from PubChem BioAssay.
PGC1a acetyl inh = modulators of PGC1a acetylation. 350,000 tested, 0.17% active. U2OS PGC1a acetylation, AlphaScreen anti-acetyl-lysine; with virally co-expressed GCN5 acetyltransferase. inhibition, % at 15.6 µM. AID 651687;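 active means every replicate shows inhibition of at least 40%; inconclusive means mean inhibition at least 40% but some replicate below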;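 further: 0% = neutral control wells and 100% = positive control wells; some results beyond the cut were filed as inactive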
ERAP1 HTS inh = blocks human ERAP1 aminopeptidase activity; Q9NZ08; recombinant ERAP1, Leu-AMC fluorescence, 60 min; inhibition, % at 10.7 µM; 340,000 tested, 0.15% active;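 active means mean replicate inhibition of at least 30%, or all replicates individually reaching that 30% level; inactive means mean below 30% and not every replicate reaching it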;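 further: 0% = neutral control wells and 100% = L-leucinethiol positive control wells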
Cneo AK release = causes C. neoformans cell lysis; lysis activity, % at 15 µM; 360,000 tested, 0.2% active; adenylate kinase release luminescence, 4 h; normalised: neutral wells 0, clomiphene wells 100;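 active means mean lysis activity across replicates of at least 80%, whatever share of replicates individually reach that level; inactive means mean lysis activity below 80%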
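Schedule: static 4 h at 37 °C with compound, 1 h detection; system: C. neoformans cells; benchmarks: Clomiphene as positive control; buffer or medium: fresh YPD medium; measure: luminescence rise reflecting yeast cell lysis; measured by: luminescent adenylate kinase detection reagent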
RAD54 inh = RAD54 (human) branch migration inhibition; RAD54 Holliday junction branch migration, FAM/BHQ fluorescence; inhibition, % at 10.4 µM; 360,000 tested, 0.14% active; AID 602329;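 active means mean normalized replicate activity at least 40 and at least half of replicates scoring 40 or more; inconclusive means only one of the two criteria met; inactive means mean below 40 and under half of replicates reaching 40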;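 further: 0% = median of neutral control wells and 100% = median of positive control wells; inhibitors cause a drop in the FAM fluorescence signal; in these data hits start at about 50%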
PglD DTNB = blocks C. jejuni PglD acetyltransferase activity; AID 602405; inhibition, % at 12.5 µM; 360,000 tested, 0.098% active; purified PglD enzyme, DTNB colorimetric CoA detection; in the data active means inhibition above about 16%, passing the limit was not always enough; inconclusive means no clear call, values can overlap the other calls; further: strong numbers were not always called active
RAD52 anneal inh = blocks human RAD52 DNA annealing; inhibition, % at 18.7 µM; P43351; recombinant RAD52 DNA annealing, FRET fluorescence; 360,000 tested, 0.46% active;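 active means every replicate showing at least 50% inhibition; inconclusive means mean inhibition at least 50% but not in every replicate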
Target sequence (P43351 whole entry, looked up): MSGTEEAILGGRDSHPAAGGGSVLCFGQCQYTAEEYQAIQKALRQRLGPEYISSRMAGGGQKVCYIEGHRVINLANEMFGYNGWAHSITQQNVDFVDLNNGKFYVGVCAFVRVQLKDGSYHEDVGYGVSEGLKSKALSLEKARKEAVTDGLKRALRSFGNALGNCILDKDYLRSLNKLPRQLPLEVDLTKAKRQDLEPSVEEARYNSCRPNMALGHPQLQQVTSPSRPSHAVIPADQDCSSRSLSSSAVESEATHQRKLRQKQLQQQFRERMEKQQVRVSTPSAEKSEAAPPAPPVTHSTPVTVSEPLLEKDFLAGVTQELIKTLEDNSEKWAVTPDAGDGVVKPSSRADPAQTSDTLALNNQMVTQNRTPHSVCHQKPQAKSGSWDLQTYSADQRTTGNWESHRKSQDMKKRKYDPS
E-selectin induc = induces E-selectin expression in human endothelial cells; HUVEC E-selectin immunofluorescence imaging; normalized: neutral wells 0, TNF-alpha wells 100; activation, % at 7.58 µM; AID 686992; P16581; 260,000 tested, 0.37% active;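 active means mean E-selectin-positive cell signal at least 10% of the positive control, reached in at least 60% of replicates, without over 20% cell loss; inconclusive means no rule given, readout overlaps actives, possibly toxicity-flagged; inactive means the rest, including those meeting only one limit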;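 further: in these data hits start at about 27%; measured in HUVEC primary endothelial cells; signal is the percent of cells scored E-selectin positive by PE staining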
Target sequence (P16581 whole entry, looked up): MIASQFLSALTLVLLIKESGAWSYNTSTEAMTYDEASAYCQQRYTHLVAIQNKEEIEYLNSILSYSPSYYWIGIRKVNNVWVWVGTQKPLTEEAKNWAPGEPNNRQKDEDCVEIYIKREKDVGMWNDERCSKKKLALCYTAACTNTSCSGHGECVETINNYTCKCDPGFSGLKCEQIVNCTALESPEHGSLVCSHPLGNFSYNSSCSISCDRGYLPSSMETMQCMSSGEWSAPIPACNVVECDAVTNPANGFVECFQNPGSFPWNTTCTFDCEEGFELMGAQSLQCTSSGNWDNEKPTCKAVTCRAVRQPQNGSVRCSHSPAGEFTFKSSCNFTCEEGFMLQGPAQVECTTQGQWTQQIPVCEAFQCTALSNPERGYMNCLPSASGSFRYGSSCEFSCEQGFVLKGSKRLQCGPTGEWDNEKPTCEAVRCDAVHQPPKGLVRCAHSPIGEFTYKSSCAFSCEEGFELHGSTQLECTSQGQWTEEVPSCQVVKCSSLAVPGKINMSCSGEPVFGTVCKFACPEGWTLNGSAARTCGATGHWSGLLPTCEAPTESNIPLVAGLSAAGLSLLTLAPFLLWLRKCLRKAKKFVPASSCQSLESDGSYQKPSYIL
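System: HUVEC, human umbilical vein endothelial cells; quantity: 3,000 cells/well; buffer or medium: EGM-2 medium, gelatin-coated wells; dosing: single-point compound dose; detection: immunofluorescence imaging; evaluation: % PE-positive cells; benchmarks: TNF-alpha, DMSO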
miR122 inh = inhibitors of miR-122 in Huh7 cells | Huh7 miR-122 Renilla luciferase sensor, 48 h; neutral wells = 0, positive control = 100 | activation (reporter increase), % at 12.5 µM | 340,000 tested, 0.3% active | AID 602342;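 active means mean replicate activation score at least 90 and every replicate individually at or above 90; inconclusive means only one of the two criteria met; inactive means neither criterion met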;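 further: higher luciferase means less miR-122 activity so hits act as miR-122 inhibitors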
The depositor's hits bear a star; [ ] = remark or other dose. Outcome played no part in choosing rows; 1.4% or so of the library scored in one or more.

What do the screens show for `O=C(O)c1cccc2c1C(=O)c1ccc(N3CCN(Cc4ccc5c(c4)OCO5)CC3)cc1S2(=O)=O`?
Cneo AK release: 0; RAD54 inh: 17; PglD DTNB: -2; RAD52 anneal inh: -56; E-selectin induc: -4.1; miR122 inh: 1

What do the screens show for `O=C(CCc1ccccc1)NNC(=O)c1ccc(Cl)cc1`?
PGC1a acetyl inh: 1; ERAP1 HTS inh: 2; Cneo AK release: 1; RAD54 inh: -5; PglD DTNB: -5; RAD52 anneal inh: -7; miR122 inh: -1

How did Cc1ccc(S(=O)(=O)Nc2cc(=O)[nH]c(SCC(=O)Nc3cccc(C(F)(F)F)c3)n2)cc1 do in these assays?
PGC1a acetyl inh: 4; ERAP1 HTS inh: 1; Cneo AK release: 1; RAD54 inh: -6; PglD DTNB: 1; RAD52 anneal inh: 0; miR122 inh: -16

What do the screens show for `NC(=O)c1ccc(Cn2c(C(=O)c3cc(Cl)c(N)c(Cl)c3)c3ccccc3[n+]2[O-])cc1`?
PGC1a acetyl inh: 7; ERAP1 HTS inh: -4; Cneo AK release: 0; RAD54 inh: -1; PglD DTNB: -4; RAD52 anneal inh: -13; E-selectin induc: 0.6; miR122 inh: 15

How did COc1ccc2c(CC(=O)Nc3ccc(OC)c(NS(=O)(=O)c4ccc(F)cc4)c3)coc2c1 do in these assays?
PGC1a acetyl inh: -6; Cneo AK release: -4; RAD54 inh: 11; PglD DTNB: -3; miR122 inh: 4

What do the screens show for `COc1ccc(CCNC(=O)COC(=O)C2=NNC(=O)CC2)cc1`?
PGC1a acetyl inh: 7; ERAP1 HTS inh: -3; Cneo AK release: -1; RAD54 inh: -4; PglD DTNB: -3; RAD52 anneal inh: -21; E-selectin induc: 1.1; miR122 inh: -1

Results for O=C(NCC1CC1)[C@@H]1[C@@H](CO)[C@@H]2Cn3c(ccc(-c4cccc(F)c4)c3=O)[C@@H]2N1CC1CCOCC1 ?
ERAP1 HTS inh: -2; Cneo AK release: 0; RAD54 inh: -3; PglD DTNB: -1; RAD52 anneal inh: 10; E-selectin induc: 0.4

How did CN(C)c1ccc(/C=N/Nc2nncc3ccccc23)cc1 do in these assays?
PGC1a acetyl inh: -25; ERAP1 HTS inh: -2; Cneo AK release: -4; RAD54 inh: 0; PglD DTNB: 4; RAD52 anneal inh: -5; miR122 inh: 1

What do the screens show for `COCC#Cc1ccc2c(c1)O[C@@H](CN(C)C(=O)c1ccccc1)[C@@H](C)CN([C@@H](C)CO)S2(=O)=O`?
PGC1a acetyl inh: 6; ERAP1 HTS inh: -2; Cneo AK release: -3; RAD54 inh: 0; PglD DTNB: -1; RAD52 anneal inh: -9; E-selectin induc: 0.4; miR122 inh: 15[16.7 µM]

What do the screens show for `O=C(C[C@H]1C(=O)N(CCc2ccccc2)C[C@@H]1Cc1ccccc1)Nc1ccc(Br)cc1`?
ERAP1 HTS inh: 2; Cneo AK release: -1; RAD54 inh: -5; PglD DTNB: -3; RAD52 anneal inh: -13; E-selectin induc: 0.5; miR122 inh: 7

Results for Cc1ccc(S(=O)(=O)N(C)C[C@H]2Oc3ccc(NC(=O)c4ccncc4)cc3CC(=O)N([C@@H](C)CO)C[C@H]2C)cc1 ?
PGC1a acetyl inh: 3; ERAP1 HTS inh: 0; Cneo AK release: -2; RAD54 inh: 6; PglD DTNB: 3; RAD52 anneal inh: -3; E-selectin induc: 0.1; miR122 inh: -6[16.7 µM]

How did CNC(=O)/C(C#N)=C/c1ccc(-c2nc3ccccc3s2)o1 do in these assays?
PGC1a acetyl inh: 10; ERAP1 HTS inh: 2; Cneo AK release: 2; RAD54 inh: 1; PglD DTNB: -7; RAD52 anneal inh: -330; miR122 inh: 2

How did CCOC(=O)C1(Cc2cccc(Cl)c2)CCCN(C(=O)c2ccc(COC)s2)C1 (configuration not stated) do in these assays?
ERAP1 HTS inh: 0; Cneo AK release: -8; RAD54 inh: -7; PglD DTNB: -4; RAD52 anneal inh: 2; E-selectin induc: 0.0; miR122 inh: 1

What do the screens show for `O=C(Nc1nnc(-c2cccs2)o1)c1cccc(Oc2ccccc2)c1`?
PGC1a acetyl inh: 12; ERAP1 HTS inh: -3; Cneo AK release: 0; RAD54 inh: -3; PglD DTNB: -3; RAD52 anneal inh: -16; E-selectin induc: 0.6; miR122 inh: 1

How did O=C(CN1CCOCC1)Nc1cccc(Cl)c1Cl do in these assays?
PGC1a acetyl inh: 8; Cneo AK release: 1; RAD54 inh: 5; PglD DTNB: 7; miR122 inh: -4

What do the screens show for `COCCCN1C(=O)C(CC(=O)NCCCCc2ccccc2)CC(C(=O)N(C(C)C)C(C)C)=C1C` (configuration not stated)?
PGC1a acetyl inh: 4; ERAP1 HTS inh: 2; Cneo AK release: -25; RAD54 inh: 10; PglD DTNB: 1; RAD52 anneal inh: -9; E-selectin induc: -0.1; miR122 inh: -3

What do the screens show for `CCOCCCn1c(=S)[nH]c2cc(C(=O)NC3CCCCC3C)ccc2c1=O` (configuration not stated)?
PGC1a acetyl inh: -1; ERAP1 HTS inh: -1; Cneo AK release: 3; RAD54 inh: 6; PglD DTNB: 1; RAD52 anneal inh: -8; E-selectin induc: 1.6; miR122 inh: -7

Results for COc1ccc(Cl)cc1NC(=O)COC(=O)Cc1cc(OC)c(OC)c(OC)c1 ?
PGC1a acetyl inh: 11; ERAP1 HTS inh: -5; Cneo AK release: 1; RAD54 inh: -2; PglD DTNB: -8; RAD52 anneal inh: -15; E-selectin induc: 0.2; miR122 inh: 6

Results for COC(=O)c1cccc(OCC(O)Cn2cnc3cc(C)c(C)cc32)c1 (configuration not stated) ?
PGC1a acetyl inh: -3; Cneo AK release: 7; RAD54 inh: 3; PglD DTNB: -5; miR122 inh: -10

What do the screens show for `CC(=O)Nc1ccc(CNc2nc3cc(-c4ccccc4C)sc3c(=O)n2C)cc1`?
PGC1a acetyl inh: -9; ERAP1 HTS inh: -3; Cneo AK release: 0; RAD54 inh: 5; PglD DTNB: 4; RAD52 anneal inh: 13; E-selectin induc: 2.5; miR122 inh: 6

What do the screens show for `COc1ccc(CC(=O)NC(C)c2nnc(SCC(=O)Nc3ccccc3F)n2C)cc1` (configuration not stated)?
PGC1a acetyl inh: 0; ERAP1 HTS inh: -5; RAD52 anneal inh: -6; E-selectin induc: 2.2

What do the screens show for `CC1CN(C(=O)N2c3ccccc3Sc3ccccc32)C(C)CC1=O` (configuration not stated)?
PGC1a acetyl inh: -7; Cneo AK release: -1; RAD54 inh: 4; PglD DTNB: 0; E-selectin induc: 0.3; miR122 inh: 0

What do the screens show for `C[C@@H]1CN([C@@H](C)CO)C(=O)c2cc(NS(=O)(=O)c3ccccc3)ccc2O[C@@H](C)CCCCO[C@H]1CN(C)S(=O)(=O)c1cn(C)cn1`?
PGC1a acetyl inh: -2; ERAP1 HTS inh: 1; Cneo AK release: -2; RAD54 inh: 6; PglD DTNB: 3; RAD52 anneal inh: -2; E-selectin induc: -0.1; miR122 inh: 6[16.7 µM]

What do the screens show for `CC(=O)N(CCc1ccccc1C)Cc1cc2cc3c(cc2[nH]c1=O)OCO3`?
PGC1a acetyl inh: 4; Cneo AK release: -1; RAD54 inh: 2; PglD DTNB: 3; miR122 inh: 1

How did Cc1cc(C)cc(N2C(=O)CN(Cc3ccccc3)C2=S)c1 do in these assays?
PGC1a acetyl inh: 8; ERAP1 HTS inh: -2; Cneo AK release: 1; RAD54 inh: -9; PglD DTNB: 2; RAD52 anneal inh: -6; E-selectin induc: 1.0; miR122 inh: 14

What do the screens show for `CCCCNc1nc2ccccc2nc1NS(=O)(=O)c1ccc(F)cc1`?
PGC1a acetyl inh: 1; ERAP1 HTS inh: 0; Cneo AK release: -4; RAD54 inh: -5; PglD DTNB: -3; RAD52 anneal inh: -9; E-selectin induc: inconclusive; miR122 inh: 1

How did CCOc1ccc(CNC(=O)C(=O)c2cn(CC(=O)N3CCOCC3)c3ccccc23)cc1OC do in these assays?
ERAP1 HTS inh: -1; Cneo AK release: -1; RAD54 inh: -6; RAD52 anneal inh: -27; E-selectin induc: 0.1

How did O=C(CO/N=C/c1cccc([N+](=O)[O-])c1)NC1CCCCCC1 do in these assays?
Cneo AK release: 4; RAD54 inh: -5; PglD DTNB: -3; E-selectin induc: 2.4; miR122 inh: -2

How did Cc1ccc(Cc2c(-c3ccco3)nc3ccc(Br)cn23)cc1 do in these assays?
PGC1a acetyl inh: -8; ERAP1 HTS inh: -5; Cneo AK release: 14; RAD54 inh: 0; PglD DTNB: -2; RAD52 anneal inh: -15; E-selectin induc: -0.3; miR122 inh: -5

What do the screens show for `O=C(NCC[C@@H]1CC[C@H](NC(=O)c2ccc3c(c2)OCO3)[C@H](CO)O1)Nc1cc(F)ccc1F`?
PGC1a acetyl inh: 8; ERAP1 HTS inh: 0; Cneo AK release: 5; RAD54 inh: -1; PglD DTNB: -2; RAD52 anneal inh: 0; E-selectin induc: -0.3; miR122 inh: 12[16.7 µM]

What do the screens show for `CC(=O)NS(=O)(=O)c1ccc(NC(=O)CSc2ccccc2)cc1`?
PGC1a acetyl inh: 40; ERAP1 HTS inh: 3; Cneo AK release: 1; RAD54 inh: -12; PglD DTNB: 1; RAD52 anneal inh: -8; E-selectin induc: 0.1; miR122 inh: -4

Results for COc1ccc(OC)c(N(CC(=O)Nc2ccccc2)S(C)(=O)=O)c1 ?
PGC1a acetyl inh: inconclusive; ERAP1 HTS inh: 2; Cneo AK release: -2; RAD54 inh: 1; PglD DTNB: 3; RAD52 anneal inh: -7; miR122 inh: -5

Results for COc1cccc(CN2CC(C(=O)N3CCCCCCC3)CCC2=O)c1 (configuration not stated) ?
PGC1a acetyl inh: 2; ERAP1 HTS inh: -2; Cneo AK release: 1; RAD54 inh: -10; PglD DTNB: -3; RAD52 anneal inh: 2; miR122 inh: 6

What do the screens show for `CCCS(=O)(=O)c1c(S(=O)(=O)CCC)c2c(C(N)=O)cccn2c1C(=O)c1ccc(F)cc1`?
PGC1a acetyl inh: 8; ERAP1 HTS inh: -3; Cneo AK release: 3; RAD54 inh: -7; PglD DTNB: 4; RAD52 anneal inh: -9; E-selectin induc: -0.1; miR122 inh: -4

What do the screens show for `C[C@@H]1CN([C@@H](C)CO)S(=O)(=O)c2ccc(-c3cccc(C#N)c3)cc2O[C@H]1CN(C)C(=O)c1ccccc1`?
PGC1a acetyl inh: -25; ERAP1 HTS inh: 3; Cneo AK release: -3; RAD54 inh: 6; PglD DTNB: 1; RAD52 anneal inh: -9; E-selectin induc: -0.3; miR122 inh: 0[16.7 µM]

What do the screens show for `O=c1oc(-c2ccccc2F)nc2scc(-c3ccccc3)c12`?
PGC1a acetyl inh: 6; ERAP1 HTS inh: -1; Cneo AK release: -6; RAD54 inh: 0; PglD DTNB: -1; RAD52 anneal inh: -15; miR122 inh: 7

Two neighbouring records already listed, quoted:
What do the screens show for `C[C@@H]1CN([C@@H](C)CO)S(=O)(=O)c2ccc(-c3cccc(C#N)c3)cc2O[C@H]1CN(C)C(=O)c1ccccc1`?
PGC1a acetyl inh: -25; ERAP1 HTS inh: 3; Cneo AK release: -3; RAD54 inh: 6; PglD DTNB: 1; RAD52 anneal inh: -9; E-selectin induc: -0.3; miR122 inh: 0[16.7 µM]

What do the screens show for `O=c1oc(-c2ccccc2F)nc2scc(-c3ccccc3)c12`?
PGC1a acetyl inh: 6; ERAP1 HTS inh: -1; Cneo AK release: -6; RAD54 inh: 0; PglD DTNB: -1; RAD52 anneal inh: -15; miR122 inh: 7
